OXTR agonist – agonists of human oxytocin receptor. CHO-OTR cells, Fluo-8 calcium fluorescence; normalized: DMSO 0%, oxytocin 100%. activation, % at 3 µM. actives 0.32% (n = 320,000). P30559. AID 2435;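 active means activation above the mean of all tested compounds plus 3 SD, cutoff set per screening run, cut at about 20% in these data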;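 further: peak over basal fluorescence ratio from a 100 s FLIPR kinetic read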
Target sequence (P30559 whole entry, looked up): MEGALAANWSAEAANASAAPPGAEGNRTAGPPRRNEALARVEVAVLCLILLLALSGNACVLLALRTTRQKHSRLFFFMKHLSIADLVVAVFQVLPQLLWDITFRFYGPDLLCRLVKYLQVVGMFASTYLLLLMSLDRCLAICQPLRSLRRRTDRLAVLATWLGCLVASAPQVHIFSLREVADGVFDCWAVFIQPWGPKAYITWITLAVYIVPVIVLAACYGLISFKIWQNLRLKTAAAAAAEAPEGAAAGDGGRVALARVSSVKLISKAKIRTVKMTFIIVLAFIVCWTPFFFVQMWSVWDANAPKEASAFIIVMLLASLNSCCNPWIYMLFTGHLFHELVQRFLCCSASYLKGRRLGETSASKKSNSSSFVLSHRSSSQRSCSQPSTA
MEKK3 PB1 HTS – modulators (inhibitors or enhancers) of MEK5 binding to human MEKK3 PB1 domain | Q99759 | bead-based flow cytometry, Alexa488-MEK5 binding to MEKK3; actives lie on both sides; 0 = blocked by unlabeled MEK5, 100 = vehicle | binding response (% of control), % at 10 µM | actives 1.4% (n = 290,000);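 active means binding response more than 3 SD above or below the average of its plate-row segment, actives on both sides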;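 further: Alexa488 bead fluorescence after subtracting the streptavidin-only scavenger bead signal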
DNA FID counter – displaces DNA intercalator in HCV helicase counter-screen; actives 0.17% (n = 290,000); DNA fluorescent intercalator displacement, fluorescence; inhibition, % at 7.9 µM; AID 1845; in the data active means inhibition above about 37%;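 further: 0% = vehicle and 100% = reference compound; higher means more ethidium bromide displaced from hairpin DNA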
PHOSPHO1 inh – blocks human PHOSPHO1 phosphatase activity. Q8TCT1. recombinant PHOSPHO1, absorbance phosphatase assay. inhibition, % at 13.3 µM. actives 1.1% (n = 290,000). AID 1565; in the data active means inhibition above about 60%
Target sequence (Q8TCT1 whole entry, looked up): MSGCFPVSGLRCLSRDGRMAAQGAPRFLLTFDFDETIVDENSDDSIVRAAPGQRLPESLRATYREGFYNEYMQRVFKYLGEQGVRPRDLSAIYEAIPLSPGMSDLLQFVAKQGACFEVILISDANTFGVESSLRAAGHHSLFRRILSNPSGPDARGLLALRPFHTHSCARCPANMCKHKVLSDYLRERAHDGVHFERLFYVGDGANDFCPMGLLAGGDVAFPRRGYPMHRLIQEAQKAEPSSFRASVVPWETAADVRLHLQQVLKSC
PfM18AAP inh – PfM18AAP enzyme inhibition; recombinant PfM18AAP, H-Glu-NHMec fluorogenic cleavage; inhibition, % at 7.35 µM; actives 1.2% (n = 290,000); AID 1822;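 active means inhibition above the campaign mean inhibition over all tested compounds plus 3 SD, cut at about 28% in these data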;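 further: 0% = plate median of test compound wells and 100% = 2 mM ZnCl2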
NALP1 yeast inh – inhibitors of NALP1 inflammasome in yeast. S. cerevisiae NALP1/ASC/caspase-1 growth, X-gal OD620, 72 h. inhibition, % at 10 µM. actives 0.61% (n = 280,000). AID 2071; in the data active means inhibition mostly above about 24%, no sharp cut-off; inactive means mostly below about 32%; further: some compounds called inactive have numbers as strong as hits
MEKK2mut PB1 HTS – signal of MEK5 binding to mutant human MEKK2 PB1 domain; bead flow cytometry, Alexa488-MEK5 binding to MEKK2 mutant; percent response, % at 10 µM; actives 0.35% (n = 290,000); in the data active means percent response above about 24%, passing the limit was not always enough; further: inactives centre near 1; some results filed as inactive read as strong as hits; reference of the scale not given here
MEKK2wt PB1 HTS – raises or lowers MEK5 binding to wildtype human MEKK2 PB1 domain; Q9Y2U5; bead flow cytometry, Alexa488-MEK5 binding to MEKK2 WT; actives lie on both sides; binding response (% of control), % at 10 µM; actives 1.1% (n = 290,000); in the data active means binding response below about 67% or above about 130%
GPR7 antag – human neuropeptides B/W receptor 1 antagonism; actives 1.1% (n = 290,000); GPR7-expressing cells, fluorescence antagonist assay; P48145; inhibition, % at 4.4 µM; AID 1861; in the data active means inhibition above about 16%, passing the limit was not always enough;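 further: cells stimulated with the agonist NPW; 0% = agonist with vehicle and 100% = vehicle without agonist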
Starred values were filed as active, the others as inactive; · = no result given.

smiles	OXTR agonist	MEKK3 PB1 HTS	DNA FID counter	PHOSPHO1 inh	PfM18AAP inh	NALP1 yeast inh	MEKK2mut PB1 HTS	MEKK2wt PB1 HTS	GPR7 antag
CCOC(CNC(=O)CN1C(=O)COc2ccc(S(=O)(=O)N3CCOCC3)cc21)OCC	0.1	101	-7	9	-2	11	1	104	-4
CCOC(=O)C1CCN(C(c2ccc(OC)c(OC)c2)c2sc3nc(C)nn3c2O)CC1 (stereo not given)	0.0	108	-16	2	4	25	8	117	9
Cc1ccccc1CN1CCN(C(=O)CC(C)C)CC1	-0.3	99	-5	8	-16	17	1	100	-7
CN1CCN(CCCNC(=O)c2ccc(/C=C3\Sc4ccccc4N(Cc4ccc(F)cc4)C3=O)cc2)CC1	·	105	31	-10	0	23	41	163*	13
C[C@@H](C(=O)OCC(=O)NCCc1ccc(S(N)(=O)=O)cc1)N1C(=O)C2CCCCC2C1=O (stereo not given in full)	0.8	91	-14	1	1	15	-13	80	-11
Brc1ccc(C2=NC(Cc3ccccc3)CO2)cc1 (stereo not given)	-0.6	110	0	1	-3	28	3	102	2
O=C(O)CCc1ccccc1OC(=O)c1ccccc1	0.7	100	-5	13	4	·	-2	100	-17
CCOC(=O)c1cccc(NC(=O)N[C@@H](C)C(=O)OC)c1	0.1	101	-3	4	-5	8	-2	100	-6
OC(C#CCN1CCCCC1)(c1ccccc1)c1ccccc1	0.8	101	7	35	-7	-22	16	106	-12
Cc1c(NC(=O)CSc2nc3ccccc3s2)c(=O)n(-c2ccccc2)n1C	-0.6	106	-14	0	-9	16	3	107	-4
CCC(=O)OC1(C)C(=O)C=C2C=C(CCCCNC(=O)OC(C)(C)C)OC=C2C1=O (stereo not given)	1.6	95	·	·	·	·	-2	91	·
COC(=O)c1cccc(C(=O)Nc2ccc(C)cc2Br)n1	-0.4	·	-12	21	1	-6	·	·	-9
O=C(c1ccc(Cl)c(S(=O)(=O)N2CCCCCC2)c1)N1CCCC1	0.1	101	-21	20	0	5	7	105	0
CCOc1ccc(S(=O)(=O)N2CCC(C(=O)NCC3CCCO3)CC2)cc1C (stereo not given)	-0.9	99	-25	22	-6	-18	-2	101	-12
Cc1cc(NC(=O)CSc2nnc(C)c(=O)[nH]2)no1	-1.0	103	·	-7	·	-17	9	100	·
Cc1cc(/C=N/NC(=O)c2ccc(O)cc2)c(C)n1C1CC1	0.2	100	-3	-26	-7	-11	-1	94	-4
COc1ccc(CCNC/C=C/c2ccccc2)cc1	4.3	108	10	·	-14	·	11	127	1
COc1ccc(-c2nnn(CC(=O)N(CC(=O)NC3CCCC3)c3ccccc3F)n2)cc1OC	17	105	-34	46	-2	12	1	106	-4
OC(CN1CCN(Cc2ccccc2)CC1)c1ccc(F)cc1 (stereo not given)	-1.6	98	14	-3	-3	17	-2	99	-4
Cc1cc(C(=O)NCc2cccs2)c(C)o1	-1.4	103	-4	38	12	6	4	102	-6
COC(=O)c1nc(NNC(=O)c2ccccc2)sc1-c1ccccc1	1.6	100	-37	·	46*	-11	4	99	-9
O=C(NCCNc1ccc2ccccc2c1)c1cccn2c(=O)c3sccc3nc12	1.5	107	0	3	-5	16	4	104	-12
C/C(=N\NC(=O)CNc1cccc(C(F)(F)F)c1)c1ccc(Br)cc1	-0.4	96	-5	-1	1	-9	9	116	-6
Cc1cccc(NC(=S)NC2CCCC2)c1C	-1.6	102	-5	-18	2	0	5	99	-1
Cc1noc2ncnc(Sc3c(Cl)cccc3Cl)c12	-1.7	100	1	23	-12	-8	3	103	-7
Cc1cc(=O)[nH]c(S/C=C/c2ccccc2)n1	-1.3	96	0	7	-2	6	4	98	-18
COc1ccc(S(=O)(=O)/N=C2\C=C(Nc3ccc(O)cc3)C(=O)c3ccccc32)cc1	-1.0	101	1	4	18	2	-5	90	-28
CC1CC(C)CN(S(=O)(=O)CC23CCC(CC2=O)C3(C)C)C1 (stereo not given)	-1.3	98	-21	26	-9	-14	-8	94	-9
CCCC(=O)N(c1ccc(F)cc1)C1C=CS(=O)(=O)C1 (stereo not given)	1.9	96	-3	40	-10	13	-4	98	2
O=C(O)COn1c(-c2ccccc2)nc2ccc(Cl)cc21	0.2	101	-1	46	4	1	3	102	-7
Nc1nc(Cl)cc(Oc2ccc(Cl)cc2)n1	-1.6	100	-2	30	-1	0	0	96	-10
COc1ccc(CN2CCN(c3ncccn3)CC2)c(OC)c1	2.0	95	-1	-5	-11	8	-4	97	-4
COc1ccc(-n2c(O)c(C=NCc3ccccn3)c3ccccc3c2=O)c(OC)c1	1.8	99	-13	37	9	·	1	96	-5
COc1ccc(C(=O)Oc2cccnc2)cc1OC	2.1	120	1	24	5	14	4	115	1
O=C(NC1CCCCC1)C(c1cccnc1)N(C(=O)CCl)c1ccccc1Cl (stereo not given)	-2.0	101	-10	-21	-11	0	0	105	-1
O=C(C1=C[C@@H](c2csc3ccccc23)C[C@@H](OCCCCO)O1)N1CCN(Cc2ccc3c(c2)OCO3)CC1	1.6	95	-20	-16	-2	-6	4	102	-18
Cc1cc(C)n(-c2ccc(C(=O)O)cc2[N+](=O)[O-])n1	-0.5	·	4	-10	0	-12	·	·	-7
CNC(=S)NNC(=O)Cc1ccc(OC)cc1	0.7	91	-3	12	15	-9	-7	91	-8
Cc1ccc(NC(=O)c2noc(C(C)C)c2[N+](=O)[O-])cc1	-2.0	103	0	-38	-8	12	3	103	-15
Cc1cnc(NC(=O)CSc2nnc(COc3c(C)cccc3C)o2)s1	0.8	105	-43	-6	28*	18	7	104	-16
O=S(=O)(NCc1csc(-c2cccnc2)n1)c1ccc2c(c1)OCCO2	0.8	89	-1	8	-10	14	-7	97	-11
O=C(Nc1cccc(-c2csc(Nc3cccc(C(F)(F)F)c3)n2)c1)c1cc([N+](=O)[O-])cc(C(F)(F)F)c1	-0.2	86	·	44	·	·	1	72	·
CC1CCCCN1C(=O)CNCC1CCCO1 (stereo not given)	-0.7	101	4	41	-2	5	-10	90	5
CNC(=O)COc1ccc2oc3c(c2c1)CCCC3	-0.9	103	-14	20	0	15	14	104	-4
COP1(=O)C[C@@H](O)[C@@H](O)[C@@H](COCc2ccccc2)O1 (stereo not given in full)	1.2	110	·	8	·	5	5	103	·
Cc1cc(C)n(C(=O)c2ccc([N+](=O)[O-])cc2Cl)n1	-1.7	108	-7	-2	-7	3	3	105	-6
CCn1c2ccc(C)cc2c2nnc(SCCN3CCCCC3)nc21	-1.6	103	-5	36	1	10	5	108	-11
CCN(CC(=O)Nc1ccc(Br)c(C)c1)CC(=O)NC(C)C	0.0	97	-22	24	1	6	0	96	-10
O=C(c1ccc(F)cc1F)N1CCN(c2ncccn2)CC1	5.6	117	-6	-13	6	0	12	131	-5
COc1ccccc1CN1C(=NC(=O)CCC2CCCC2)SC2CS(=O)(=O)CC21 (stereo not given)	0.5	103	-39	28	4	23	2	104	-15
CC(C)(C)Cc1nnc(NC(=O)CSc2ccccc2)s1	-0.3	107	-20	-76	40*	-5	8	103	-13
C=CCn1c(SCC(=O)N2CCCCCC2)nc2ccccc2c1=O	-0.7	103	-32	2	-4	21	0	103	-3
CN(Cc1ccccc1)C(=O)Cn1c(=O)c2cccn2c2cccnc21	2.1	104	-30	22	-7	6	4	105	-19
C[C@@H]1C=C(C(=O)O)O[C@H](OCc2ccc(CO)cc2)C1	1.6	85	-2	28	-12	-8	-6	96	-18
C=CCOC(=O)C1=C(C)NC(=S)NC1c1cccs1 (stereo not given)	-1.2	112	-4	-2	-4	20	0	104	-1
CCn1c(CNC(=O)Cc2ccc(OC)cc2)nnc1SCC(=O)NC1CCCCC1	-0.6	100	-16	12	2	-10	0	102	-4
CC(=O)N1c2ccc(S(=O)(=O)N3CCCC3)cc2CC1C(=O)NCc1cccc(F)c1 (stereo not given)	-0.1	103	-11	28	-7	-6	5	108	1
O=C(CCCc1ccccc1)NCCN1CCOCC1	0.5	100	1	-4	3	-16	1	103	-10
COc1cc(/C=N/NC(=S)NC2CC3CC2C2C=CCC32)ccc1O (stereo not given)	-2.5	98	-14	20	4	20	1	96	-23
CC(=O)N1CCCc2cc(S(=O)(=O)N3CCCC(C(=O)NCc4ccccc4)C3)ccc21 (stereo not given)	1.4	98	-41	28	4	-19	6	96	-2

Retrieved by structure from the entries so far:
smiles	OXTR agonist	MEKK3 PB1 HTS	DNA FID counter	PHOSPHO1 inh	PfM18AAP inh	NALP1 yeast inh	MEKK2mut PB1 HTS	MEKK2wt PB1 HTS	GPR7 antag
CNC(=O)COc1ccc2oc3c(c2c1)CCCC3	-0.9	103	-14	20	0	15	14	104	-4
Cc1cc(C)n(C(=O)c2ccc([N+](=O)[O-])cc2Cl)n1	-1.7	108	-7	-2	-7	3	3	105	-6
COP1(=O)C[C@@H](O)[C@@H](O)[C@@H](COCc2ccccc2)O1 (stereo not given in full)	1.2	110	·	8	·	5	5	103	·

Continuation.
smiles	OXTR agonist	MEKK3 PB1 HTS	DNA FID counter	PHOSPHO1 inh	PfM18AAP inh	NALP1 yeast inh	MEKK2mut PB1 HTS	MEKK2wt PB1 HTS	GPR7 antag
O=C(Nc1cccc(-c2ccc(N3CCCCC3)nn2)c1)C(F)(F)F	-0.4	101	-16	15	5	26	-4	99	5
Nc1ccccc1C(=O)NNc1ncc(C(F)(F)F)cc1Cl	-1.3	100	0	10	-2	12	-6	96	4
COc1ccc(NC2CCCN(C(=O)c3cccnc3SC)C2)cc1OC (stereo not given)	-0.1	97	-11	28	8	11	-5	98	7
COc1ccc(OCCSc2nnc(C(C)NC(=O)c3ccccc3F)n2C)cc1 (stereo not given)	-0.9	100	-27	0	-3	-30	0	103	0
CCOC(=O)CN1N=C(/C=C/c2ccc(OCC)cc2)CCC1=O	0.4	94	-25	44	0	-9	-2	96	-4

Source: PubChem BioAssay

Rows were taken by chance (roughly 6.2% active in at least one column).
